Screening results deposited in PubChem by several laboratories.
NPY1 pot ag – NPY-Y1 receptor potentiators or agonists, primary screen, cell-based | NPY-Y1 expressing cells, potentiator/agonist activation | 0.37% of 220,000 active | activation, % at 3.6 µM | AID 1304, 2008; in the data active means activation above about 33%, passing the limit was not always enough;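 further: cells stimulated with NPY at EC10 then isoproterenol at EC100; 0% = low agonist plus stimulus and 100% = saturating agonist plus stimulus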
NPY Y1 blocker – NPY-Y1 receptor antagonists, primary screen, cell-based. Neuropeptide Y receptor type 1 (Homo sapiens), P25929. HEK293-CNG Y1 cells, membrane potential fluorescence; NPY at EC95, then isoproterenol. inhibition, % at 3.6 µM. 1% of 200,000 active;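 active means inhibition above the campaign mean inhibition of all tested compounds plus 3 SD, cut at about 20% in these data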;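 further: 0% = DMSO wells given NPY plus isoproterenol and 100% = isoproterenol alone without NPY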
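Material: HEK293 cells with Y1 receptor plus CNG channel; times: compound incubation 1 h at room temperature, readout 45 min post-stimulation; signal: fluorescence, membrane potential probe; read-out basis: fluorescence ratio normalized to % inhibition between controls; benchmarks: full-block control isoproterenol-only wells, zero-block control NPY plus isoproterenol wells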
Hck Nef HTS – inhibitors of Nef-activated human Hck kinase, primary screen, biochemical, Z-Lyte FRET, 384-well, Hck-YEEI; Tyrosine-protein kinase HCK (Homo sapiens), P08631; inhibition, % at 20 µM; AID 463187, 2010; 0.68% of 220,000 active; Recombinant Hck-YEEI plus Nef, Z-Lyte FRET kinase assay;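 active means Hck-Nef kinase inhibition above about 50%, limit read from the data; inactive means inhibition below that limit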;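 further: 0% = DMSO with Hck plus Nef and 100% = Hck alone without Nef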
Target sequence (P08631 whole entry, looked up): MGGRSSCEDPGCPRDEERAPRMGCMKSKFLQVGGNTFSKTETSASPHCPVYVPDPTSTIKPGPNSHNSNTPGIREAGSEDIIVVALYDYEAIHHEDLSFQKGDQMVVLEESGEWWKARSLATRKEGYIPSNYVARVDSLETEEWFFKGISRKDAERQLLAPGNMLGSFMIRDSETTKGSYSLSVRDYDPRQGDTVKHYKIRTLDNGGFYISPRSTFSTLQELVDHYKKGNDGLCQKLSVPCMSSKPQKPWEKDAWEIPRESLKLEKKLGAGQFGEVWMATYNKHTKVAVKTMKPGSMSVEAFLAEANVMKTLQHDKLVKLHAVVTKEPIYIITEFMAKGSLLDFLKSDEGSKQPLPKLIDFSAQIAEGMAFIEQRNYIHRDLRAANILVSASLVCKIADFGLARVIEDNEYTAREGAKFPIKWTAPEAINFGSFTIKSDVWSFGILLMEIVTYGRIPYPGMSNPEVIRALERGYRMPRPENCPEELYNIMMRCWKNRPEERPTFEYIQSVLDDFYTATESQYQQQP
p97 ATPase inh – inhibitors of human p97 ATPase, primary screen, biochemical; recombinant p97 ATPase, Kinase-Glo ATP luminescence, 3 h; inhibition, % at 8 µM; 0.42% of 220,000 active; AID 1481, 2009; in the data active means inhibition above about 15%;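 further: 0% = DMSO vehicle and 100% = wells lacking enzyme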
Mdm2 ligase inh – MDM2-luciferase reporter signal enhancers, primary screen, MDM2 E3 ligase inhibitor project, cell-based, luminescence, 1536-well; E3 ubiquitin-protein ligase Mdm2 (Homo sapiens), Q00987; cell-based MDM2 ubiquitination luciferase reporter, 2 h; 0 = plate control, 100 = twice control, blank-subtracted; signal enhancement, % at 5 µM; 0.11% of 210,000 active; AID 1230, 2008;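 active means signal enhancement of 30% or more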;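 further: luminescence tracks abundance of the self-degrading MDM2-luciferase fusion protein; higher signal means inhibition of MDM2 E3 ligase activity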
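Assay system: stable mammalian line carrying autodegrading MDM2–luciferase fusion reporter; Input: 2000 cells in each well; Compound dosing: single-point 5 µM; Schedule: 2 h compound exposure at 37 °C; Signal: SteadyLite luciferase luminescence after 15 min room-temperature reagent incubation; Evaluation: % luminescence enhancement versus blank-corrected plate control mean; Benchmarks: plate controls and plate blanks.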
Runt-SMMHC FRET – inhibitors of RUNX1 Runt–CBFb-SMMHC binding, primary screen, biochemical, FRET, Cerulean-Runt, Venus-CBFb-SMMHC, uHTS; inhibition, % at 20 µM; Cerulean-Runt/Venus-CBFb-SMMHC FRET ratio 530/480, 1 h; 0.74% of 220,000 active; Runt-related transcription factor 1 (Homo sapiens) + Core-binding factor subunit beta …;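 active means mean inhibition across duplicate retests at 20 µM reaching about 50%, limit read from the data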;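 further: 0% = DMSO wells and 100% = wells with excess untagged CBFb-SMMHC; inhibitors lower the FRET ratio by blocking Runt binding to CBFb-SMMHC; some results filed as inactive read as strong as hits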
Runt-CBFb FRET – inhibitors of RUNX1 Runt–CBFb binding, primary screen, biochemical, FRET, Cerulean-Runt, Venus-CBFb, uHTS. Runt-related transcription factor 1 (Homo sapiens) + Core-binding factor subunit beta …. Cerulean-Runt/Venus-CBFb FRET ratio 530/480, 1 h. inhibition, % at 20 µM. 0.46% of 220,000 active. AID 1496, 2009;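 active means inhibition over about 50% at 20 µM in the single-dose screen, limit read from the data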;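 further: 0% = DMSO wells and 100% = excess unlabeled CBFb competitor control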
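Reagent – Venus-CBFb binding partner, 100 nM · Assay system – Cerulean-tagged RUNX1 Runt domain (FRET donor) fusion protein · Input – 100 nM per protein · Incubation – two 1 h room-temperature incubations shielded from light · Measured by – FRET fluorescence · Medium – Tris buffer pH 7.5 with salts and BSA · Benchmarks – unlabeled CBFb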
NPY-Y2 PAM-ag – NPY-Y2 potentiators or agonists, primary screen, cell-based; Neuropeptide Y receptor type 2 (Homo sapiens), P49146; 0.45% of 220,000 active; activation, % at 3.6 µM; cells expressing NPY-Y2, potentiator/agonist read-out; in the data active means activation above about 27%;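 further: cells stimulated with NPY near EC25 plus isoproterenol at EC100; 0% = vehicle plus submaximal agonist and 100% = vehicle plus saturating agonist; some results beyond the cut were filed as inactive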
RBBP9 inhibitor – human RBBP9 inhibitors, primary screen, biochemical, fluorescence polarization, FP-Rh probe, HTS; Serine hydrolase RBBP9 (Homo sapiens), O75884; recombinant RBBP9; inhibition, % at 7.94 µM; 0.2% of 220,000 active; AID 1515, 2009;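 active means inhibition above the campaign mean of all tested compounds plus 3 SD, cut at about 14% in these data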;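 further: plate controls were DMSO wells with RBBP9 for no effect and wells lacking RBBP9 protein for full effect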
Target sequence (O75884 whole entry, looked up): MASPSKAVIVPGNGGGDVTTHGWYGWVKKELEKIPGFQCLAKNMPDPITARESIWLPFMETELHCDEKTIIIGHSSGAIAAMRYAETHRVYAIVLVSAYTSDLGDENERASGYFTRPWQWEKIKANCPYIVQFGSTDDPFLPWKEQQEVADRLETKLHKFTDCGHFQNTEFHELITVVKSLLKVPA
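Material: RBBP9 protein. Amount: RBBP9 at 2.5 µM in dispensed solution, before mixing. Schedule: 30 min then 45 min, 25 °C. Medium: Tris buffer pH 8.0, NaCl, Pluronic. Measured by: fluorescence polarization. Measure: percent inhibition from mP, scaled between DMSO and no-protein wells. Replication: one well per compound.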
Numbers without * were called inactive; x = not tested or not shown.

SMILES	NPY1 pot ag	NPY Y1 blocker	Hck Nef HTS	p97 ATPase inh	Mdm2 ligase inh	Runt-SMMHC FRET	Runt-CBFb FRET	NPY-Y2 PAM-ag	RBBP9 inhibitor
CCSc1ccc2nnc(-c3cccs3)n2n1	-10	2	11	3	-12	1	-1	-2	-3
Cc1cc(C)cc(N(CC(=O)O)S(=O)(=O)c2c(C)[nH]c(=O)[nH]c2=O)c1	-8	-6	-1	-2	-2	2	-2	-7	7
Cc1nc2ccc(NC(=S)NC3CCCCC3)cc2nc1C	-18	-2	5	1	-15	-12	-4	-18	-7
COc1ccccc1NC(=O)c1ccc(C(=O)c2ccccc2)o1	-16	4	23	0	4	1	-2	-11	1
N/C(=N\c1nc(CSc2nc3ccccc3s2)cc(=O)[nH]1)Nc1ccc(F)cc1	-21	x	34	3	x	-2	-3	-16	-3
Cc1ccccc1OCCN(C#N)c1nc(N(C)C)nc(N(C)C)n1	-51	28*	17	-13	-2	0	2	-28	-11
Cc1nc(C)c(C(=O)NNS(=O)(=O)c2ccc([N+](=O)[O-])cc2)s1	4	12	2	3	11	6	1	-8	-4
Cc1ccc2c(c1)c1c3n2CCN(C(=O)C2CC2)C3CCC1 (stereo unspecified)	-12	0	2	2	-6	-10	-4	-6	4
Nc1ccc(C(CC(=O)O)n2cccc2)cc1 (stereo unspecified)	6	4	18	-4	-9	2	1	6	-5
Cc1nnc(SCC(C)C)[nH]c1=O	3	4	1	3	-8	4	1	4	-6
CN(C)S(=O)(=O)c1cccc(NC(=O)COC(=O)/C=C/c2cccs2)c1	-8	-2	21	1	-10	1	5	3	-9
CCOC(=O)CSc1nc2cc(OC)ccc2cc1C#N	21	0	3	2	-7	-6	-3	-13	5
COc1ccc(CNCC(O)(c2ccc(F)cc2)c2ccc(F)cc2)cc1	1	32*	23	-1	-4	4	-1	-4	-8
Nc1nc2n(n1)C(c1ccco1)CC(c1ccc(F)cc1)N2 (stereo unspecified)	20	-3	16	1	-5	0	2	6	8
COc1ccc(C2=NO[C@@H]3C(=O)N(c4ccc(C)cc4C)C(=O)[C@H]23)cc1OC	12	-3	2	9	-9	4	-3	7	0
COc1ccc(N2CCN(C(=S)Nc3cc(C)cc(C)c3)CC2)cc1	-12	5	1	-1	-12	0	2	-4	-8
Cc1ccc(Cc2cnc(NC(=O)c3cccs3)s2)cc1	-48	19	1	1	-36	2	-1	-14	-10
O=C(CSc1nnc(Cn2cnc3ccccc32)o1)c1ccccc1	-4	-2	2	-2	-11	0	2	3	8
FC(F)(F)c1cccc(NC(=S)NCC2COc3ccccc3O2)c1 (stereo unspecified)	-24	16	9	3	-5	2	0	-6	-5
Cc1ccsc1/C=C(\C(=O)c1ccc(OC(C)C)cc1)c1nc2ccccc2o1	-18	11	-9	-1	-9	-8	-3	-7	-1
CCCCn1nnnc1SCC(=O)c1ccccc1F	13	10	30	-2	-16	1	1	-6	1
O=C(NNS(=O)(=O)c1ccc(Cl)cc1)c1cnn(-c2ccccc2)c1-n1cccc1	-5	2	-1	-5	-14	0	2	-13	-8
CC(=O)c1cccc(N=Nc2c(-c3ccccc3)[nH]n(-c3ccccc3)c2=O)c1	8	0	17	3	-14	-4	-7	13	1
Cc1ccc(S(=O)(=O)Nc2ccc(C(N)=O)cc2)cc1[N+](=O)[O-]	-2	5	20	4	-4	-5	0	-5	-9
CCOc1cc(NC(=S)NCC(C)C)c(OCC)cc1NC(=O)c1cccs1	-11	12	3	-3	0	2	-1	-14	-8

For reference, part of the list above:
SMILES	NPY1 pot ag	NPY Y1 blocker	Hck Nef HTS	p97 ATPase inh	Mdm2 ligase inh	Runt-SMMHC FRET	Runt-CBFb FRET	NPY-Y2 PAM-ag	RBBP9 inhibitor
CCSc1ccc2nnc(-c3cccs3)n2n1	-10	2	11	3	-12	1	-1	-2	-3
Cc1cc(C)cc(N(CC(=O)O)S(=O)(=O)c2c(C)[nH]c(=O)[nH]c2=O)c1	-8	-6	-1	-2	-2	2	-2	-7	7
Cc1nc2ccc(NC(=S)NC3CCCCC3)cc2nc1C	-18	-2	5	1	-15	-12	-4	-18	-7
COc1ccccc1NC(=O)c1ccc(C(=O)c2ccccc2)o1	-16	4	23	0	4	1	-2	-11	1
N/C(=N\c1nc(CSc2nc3ccccc3s2)cc(=O)[nH]1)Nc1ccc(F)cc1	-21	x	34	3	x	-2	-3	-16	-3
Cc1ccccc1OCCN(C#N)c1nc(N(C)C)nc(N(C)C)n1	-51	28*	17	-13	-2	0	2	-28	-11
Cc1nc(C)c(C(=O)NNS(=O)(=O)c2ccc([N+](=O)[O-])cc2)s1	4	12	2	3	11	6	1	-8	-4

Carrying on.
SMILES	NPY1 pot ag	NPY Y1 blocker	Hck Nef HTS	p97 ATPase inh	Mdm2 ligase inh	Runt-SMMHC FRET	Runt-CBFb FRET	NPY-Y2 PAM-ag	RBBP9 inhibitor
COc1cccc(C(=O)N2CCN(C(=O)c3cccc4ccccc34)CC2)c1OC	-3	-8	-2	-1	-11	1	-1	-8	-10
COCCN(CCOC)c1nc(S(=O)(=O)c2ccc(C)cc2)c(Cl)s1	0	8	-11	-3	-4	-2	1	2	-11
CC(C)CC(=O)N=C1SC2CS(=O)(=O)CC2N1Cc1ccccc1Cl (stereo unspecified)	10	x	-1	-1	-14	1	-4	11	-17
C=CCSc1nnc2c(n1)OC(c1ccco1)Nc1ccccc1-2 (stereo unspecified)	-5	4	6	3	5	-30	-4	0	-6
COC(=O)C1=C(C)N(c2ccc(OC)cc2)C(C)=C(C(=O)OC)C1c1ccccc1	-26	x	6	-10	-11	-1	-3	-10	-4
c1coc(-c2ccnc(-c3ccncc3)n2)c1	5	-1	14	-1	-12	4	0	-3	-7
O=C(Cc1ccccc1)Nc1ccccc1Oc1ccccc1	-22	-1	5	-1	8	1	-4	5	-4
O=C(Oc1ccccc1-c1nnco1)c1ccc(Cl)cc1	-17	-1	-2	-7	-6	5	1	-8	-10
Cc1ccc(CN2CCN(Cc3cn(C)nc3C)CC2CCO)o1 (stereo unspecified)	-17	-1	29	1	6	x	x	-14	-1
COc1ccc(Nc2nc(-c3cccs3)cs2)c(OC)c1	9	-3	-11	1	-6	6	19	5	-7
COc1ccccc1S(=O)(=O)Nc1ccc2cn[nH]c2c1	5	-5	9	3	-3	0	-2	0	-5
COc1ccc(-c2c(C#N)c(SCc3c(C)noc3C)nc3c2C(=O)CC(C)(C)C3)cc1	-2	3	1	5	-7	-4	0	4	2
Cc1cc(C(=O)CCC(=O)N2CCN(S(=O)(=O)c3cccs3)CC2)c(C)s1	4	7	2	0	-25	-1	3	2	-6
CCCC(=O)Nc1cc(C(=O)O)ccc1S(=O)(=O)c1ccc(C)cc1	-10	-1	2	-2	-8	-2	-2	2	-5
NS(=O)(=O)c1cccc(NC(=O)CN2CCc3ccccc32)c1	-16	2	13	4	-2	-1	-4	1	-16
COc1ccc(C(=O)N/N=C/c2ccc(N3CCOCC3)o2)cc1OC	3	3	26	5	-3	16	15	4	0
O=C(COC(=O)COc1ccc(Cl)cc1)Nc1ccc(N2CCOCC2)cc1	0	5	18	4	-14	-2	1	-2	-7
CCN(CC)S(=O)(=O)c1ccc(/C=C/C(=O)Nc2c(C)n(C)n(-c3ccccc3)c2=O)cc1	11	2	2	2	3	1	-105	8	7
COc1ccc2cc(CN(CC3CCCO3)C(=S)NCc3ccco3)c(=O)[nH]c2c1 (stereo unspecified)	13	3	36	2	-1	7	17	-4	-7
CN(C)S(=O)(=O)Nc1ccccc1C(N)=O	-12	1	5	-3	-8	0	-1	-11	-12
C/C(=N\Nc1ccc(S(=O)(=O)Nc2ccccc2)cc1[N+](=O)[O-])c1ccncc1	8	4	9	1	-6	-1	-1	-4	-8
Cc1ccc(C(CC(=O)N2CCCC2)c2ccccc2)c(O)c1C (stereo unspecified)	1	0	2	3	4	0	0	16	3
CC(C)CC(=O)N1CCC(O)(CS(=O)(=O)Cc2ccccc2Cl)CC1	-2	4	1	4	-8	-2	1	-1	5
Cc1ccc(NCC(=O)N/N=C\c2ccc[nH]2)cc1	-5	x	9	-4	-10	2	0	3	-3
CCn1nc(C)c(/C=C2\CCCC3=C2OC(N)=C(C#N)C3c2c(C)nn(CC)c2C)c1C (stereo unspecified)	-7	-4	0	-7	-15	48	22	-12	-11
COc1ccc(Cc2noc(CN3CCCC(C(=O)c4cccs4)C3)n2)cc1OC (stereo unspecified)	-17	-2	0	-1	1	0	-2	-3	-6

Pulled one by one from the list above:
SMILES	NPY1 pot ag	NPY Y1 blocker	Hck Nef HTS	p97 ATPase inh	Mdm2 ligase inh	Runt-SMMHC FRET	Runt-CBFb FRET	NPY-Y2 PAM-ag	RBBP9 inhibitor
CCCC(=O)Nc1cc(C(=O)O)ccc1S(=O)(=O)c1ccc(C)cc1	-10	-1	2	-2	-8	-2	-2	2	-5
COc1cccc(C(=O)N2CCN(C(=O)c3cccc4ccccc34)CC2)c1OC	-3	-8	-2	-1	-11	1	-1	-8	-10
O=C(Oc1ccccc1-c1nnco1)c1ccc(Cl)cc1	-17	-1	-2	-7	-6	5	1	-8	-10
